RAM inhibit: blocks the yeast RAM network; 190,000 compounds, 1.8% hits; inhibition, % at 50 µM; S. cerevisiae dse1pr::URA3 reporter, 5-FOA growth OD615, 2 d; analog-sensitive cbk1-as2 kinase mutant strain;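 active = inhibition above a set limit, 3 SD over mean compound inhibition, cut at about 8.4% in these data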;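 also: 0% = DMSO-only wells with no growth and 100% = 10 µM 1-NA-PP1 full growth; inhibition rescues growth on 5-FOA so higher OD means more RAM inhibition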
Lmaj promast: Leishmania major promastigote growth inhibition | Leishmania major promastigotes, resazurin fluorescence viability | inhibition, % at 10 µM | 200,000 compounds, 9% hits; in the data active = inhibition above about 50%;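 also: promastigotes grown with compound for 44 hours at 28 °C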
APP transl inh: APP translation inhibition | inhibition, % at 2 µM | SH-SY5Y APP 5'UTR-luciferase reporter, luminescence | 190,000 compounds, 0.82% hits;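 active = inhibition above a set limit, derived from the sample mean plus 3 SD, cut at about 45% in these data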; also: values of inactives mirror those of a sister screen read the other way
Starred values were filed as active, the others as inactive; . = no result given. An excerpt; rates above refer to the full screens.

SMILES	RAM inhibit	Lmaj promast	APP transl inh
Cc1nn(C)cc1/C=C1/CC2C3CC=C4CC(O)CCC4(C)C3CCC2(C)C1=O (stereo unspecified)	.	5	-15
CCc1nc2ccc(Br)cc2c(=O)n1-c1ccccc1C(F)(F)F	.	-2	-16
CC(=O)c1c(C)n(C(C)C)c2ccc(O)cc12	.	-2	-10
Cc1[nH]c2ccccc2c1CCN	0.1	1	-4

Two compounds picked at random from the list so far:
SMILES	RAM inhibit	Lmaj promast	APP transl inh
CC(=O)c1c(C)n(C(C)C)c2ccc(O)cc12	.	-2	-10
CCc1nc2ccc(Br)cc2c(=O)n1-c1ccccc1C(F)(F)F	.	-2	-16

Single records, from the list above. Screens in order: RAM inhibit | Lmaj promast | APP transl inh
Cc1[nH]c2ccccc2c1CCN is listed as 0.1 | 1 | -4
Cc1nn(C)cc1/C=C1/CC2C3CC=C4CC(O)CCC4(C)C3CCC2(C)C1=O (stereo unspecified) is listed as . | 5 | -15

Screening data deposited in PubChem BioAssay by several laboratories.
